# Screening data as filed in PubChem BioAssay.
# NSD2 HMT inh: NSD2 histone methyltransferase inhibitors, primary screen, biochemical, AlphaScreen, single concentration, set 2; NSD2 peptide methylation, 120 min; Histone-lysine N-methyltransferase NSD2 (Homo sapiens), O96028; inhibition, % at 12.5 µM; AID 743445, 2014; 310,000 compounds, 0.54% hits; in the data active means inhibition above about 50%
# CAL PDZ FP-1: CAL PDZ peptide-binding inhibitors, primary screen, biochemical, fluorescence polarization, Cer-tagged CAL PDZ, HTS; 330,000 compounds, 0.02% hits; AID 504414, 2011; purified CAL PDZ, TMR-peptide fluorescence polarization, 1 h; inhibition, % at 20 µM;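 active means highest replicate inhibition of at least 40%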;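 further: plate controls were DMSO neutral control wells for no effect and unlabeled competitor peptide control wells for full effect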
#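 Material: tagged CAL PDZ protein CerCALP, purified; buffer or medium: sodium phosphate/NaCl buffer pH 7.4 with TCEP, IgG, Thesit; also added: fluorescent TMR peptide probe; schedule: 1 h incubation at room temperature before polarization reading; technique: fluorescence polarization from S- and P-plane intensities, G-factor corrected; control set: unlabelled peptide and DMSO controls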
# LANA DNA inh: inhibitors of KSHV C-LANA binding to DNA, primary screen, biochemical, fluorescence polarization, FAM-LBS DNA, MBP-C-LANA, single point; inhibition, % at 9 µM; 340,000 compounds, 0.078% hits;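 active means highest replicate inhibition at or above 60% at 9 µM, even if other replicates fall short; inactive means all replicates below 60% inhibition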;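 further: 0% = neutral control wells and 100% = 4 µM acridine orange control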
# DAGLB inhibitor: DAGLB lipase inhibitors, primary screen, biochemical, fluorescence, HTS; Diacylglycerol lipase-beta (Homo sapiens), Q8NCG7; HEK293T DAGLB membrane lysate, EnzChek fluorogenic substrate; inhibition, % at 5.17 µM; 340,000 compounds, 0.059% hits; in the data active means inhibition above about 34%;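 further: 0% = enzyme with vehicle and 100% = wells lacking enzyme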
# Target sequence (Q8NCG7 whole entry, looked up): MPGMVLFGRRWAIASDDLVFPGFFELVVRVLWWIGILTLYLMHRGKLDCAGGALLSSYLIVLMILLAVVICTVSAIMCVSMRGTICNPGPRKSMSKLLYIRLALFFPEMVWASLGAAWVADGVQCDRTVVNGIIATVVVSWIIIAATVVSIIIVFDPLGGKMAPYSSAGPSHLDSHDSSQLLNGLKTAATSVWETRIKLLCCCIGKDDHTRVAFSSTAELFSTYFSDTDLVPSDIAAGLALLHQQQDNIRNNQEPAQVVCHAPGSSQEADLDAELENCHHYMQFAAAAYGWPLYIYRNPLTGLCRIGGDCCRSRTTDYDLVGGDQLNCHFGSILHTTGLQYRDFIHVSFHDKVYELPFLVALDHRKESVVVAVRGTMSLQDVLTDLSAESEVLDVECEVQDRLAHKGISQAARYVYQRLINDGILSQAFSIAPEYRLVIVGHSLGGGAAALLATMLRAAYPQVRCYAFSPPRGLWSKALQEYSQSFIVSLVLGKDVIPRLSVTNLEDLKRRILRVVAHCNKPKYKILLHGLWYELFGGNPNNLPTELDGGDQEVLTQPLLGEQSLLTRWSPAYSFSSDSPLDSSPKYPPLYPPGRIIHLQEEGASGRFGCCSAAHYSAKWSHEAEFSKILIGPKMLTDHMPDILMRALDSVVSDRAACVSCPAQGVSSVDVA
# Keap1 Nrf2 FP: Keap1-Nrf2 protein-protein interaction inhibitors, primary screen, biochemical, fluorescence polarization, single point | Kelch-like ECH-associated protein 1 (Homo sapiens), Q14145 | Keap1 Kelch-Nrf2 peptide fluorescence polarization, 1536-well | inhibition, % at 9.4 µM | 340,000 compounds, 0.15% hits; in the data active means inhibition above about 12%;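 further: human Keap1 Kelch domain with fluorescein labeled Nrf2 9mer peptide probe; 0% = neutral control wells and 100% = peptide positive control; higher means more block of Keap1 binding to Nrf2 peptide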
# CAL PDZ FP-2: untagged CAL PDZ binding inhibitors, primary screen, biochemical, fluorescence polarization, HTS. Golgi-associated PDZ and coiled-coil motif-containing protein (Homo sapiens), Q9HD26. purified CAL PDZ, TMR-peptide fluorescence polarization, 1 h. inhibition, % at 24.9 µM. 300,000 compounds, 0.92% hits. AID 602252, 2012;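 active means mean inhibition of at least 30% with at least half of replicates also reaching 30%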;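 further: 0% = DMSO neutral control and 100% = excess unlabeled competitor peptide PRC23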
# RTF Ca sens inh: cardiac RTF calcium sensitivity inhibitors, primary screen, biochemical, IANBD-TnC fluorescence, EC70 calcium. IANBD-labeled cardiac RTF, Ca2+ fluorescence. inhibition, % at 7.15 µM. 340,000 compounds, 0.12% hits. AID 493244, 2011;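 active means inhibition above the mean inhibition of all tested compounds plus 3 SD, cut at about 17% in these data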;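 further: assay run at fixed EC70 calcium of 1.6 mM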
# V-ATPase pH: regulators of yeast V-ATPase proton pumping, primary screen, pHLuorin cytosolic pH fluorescence | 350,000 compounds, 0.37% hits | S. cerevisiae | response, % at 10 µM; in the data active means response mostly above about 7.3%, no sharp cut-off; inactive means mostly below about 5.4%; further: actives read high; inactives centre near 0; some compounds called inactive have numbers as strong as hits
# Arr AP2 block: inhibitors of beta-arrestin/AP2 binding, primary screen, biochemical, GPCR trafficking, flow cytometry; inhibition, % at 10 µM; beta-arrestin 1 C-terminal peptide binding to AP2 beta2-adaptin appendage (human); 340,000 compounds, 0.31% hits; FITC-arrestin peptide / GST-AP2 beads; AP2 beta2 appendage carries R879A mutation;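 active means inhibition above a set limit, near 3 SD of compounds lacking own fluorescence, cut at about 54% in these data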;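 further: plate controls were DMSO wells for no effect and 5 µM unlabelled arrestin peptide for full effect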
#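 System: GST-AP2 R879A glutathione beads; medium: PBS, Tween 20 0.05%, BSA 0.1%; reagent: fluorescein-tagged arrestin peptide at 50 nM final; schedule: pre-incubation 12 min, peptide binding 1 h, room temperature; detection: flow cytometry, FL1 (488/535 nm); read-out: inhibition as reduced fluorescein signal on beads, percent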
# DSG3 Ab inh: inhibitors of pemphigus antibody binding to DSG3, primary screen, biochemical, bead-based, flow cytometry, scFv-GFP; Desmoglein-3 (Homo sapiens), P32926; DSG3-coupled beads, scFv-anti-DSG3-GFP binding; hits give low values; binding (percent of control), % at 10 µM; 310,000 compounds, 0.48% hits; AID 588358, 2011;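 active means binding more than 3 SD below its plate's average and above zero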;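 further: hits lower antibody fragment binding to DSG3; some compounds called inactive have numbers as strong as hits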
# * = called active by the depositor; · = no result given.
SMILES,NSD2 HMT inh,CAL PDZ FP-1,LANA DNA inh,DAGLB inhibitor,Keap1 Nrf2 FP,CAL PDZ FP-2,RTF Ca sens inh,V-ATPase pH,Arr AP2 block,DSG3 Ab inh
Cc1cc(=O)[nH]c(SCC(=O)c2ccccc2)c1C#N,-2,-1.3,2.8,-1,-3,1,-2,-1,-1,109
O=C(CN1C(=O)c2cccnc2Oc2ccc(Cl)cc21)NCCC1=CCCCC1,-1,-0.5,0.7,-1,0,·,3,5,8,107
c1ccc(CNC23CC4CC(CC(C4)C2)C3)nc1,-3,-5.0,0.5,0,-1,2,-5,2,29,97
CCOC(=O)CC(=O)Nc1cc2ccc(OC)c(OC)c2cc1C(=O)OCC,-1,·,·,-3,·,·,·,-5,·,106
O=C(CSc1nnc(C23CC4CC(CC(C4)C2)C3)o1)Nc1ccc(N2CCOCC2)c(Cl)c1,4,-1.4,-0.9,-1,-1,-1,-7,-2,2,101
CC(C)Cc1nc2sc3c(=O)n(N)cnc3c2c2c1COC(C)(C)C2,1,-3.6,-0.5,-4,0,-3,-8,-1,0,94
CCOc1ccc(Cl)cc1CSc1n[nH]c(CC)n1,-1,-2.4,1.7,-1,-4,·,-10,-4,5,93
COC(=O)c1onc(-c2c(Cl)cccc2Cl)c1C(=O)OC,0,0.4,1.3,-5,-2,-2,-11,3,-3,95
CC(C)(C)NC(=O)C(c1ccco1)N(C(=O)Cn1nnc(-c2ccc(F)cc2)n1)c1cccc(F)c1 (centres undefined),-1,-1.7,2.2,-2,-4,-2,-6,0,4,100
COc1ccc(Cl)cc1C(=O)NNC(=O)CNC(=O)c1ccco1,-3,-1.3,-0.7,-3,-4,-2,5,-2,2,101
Cc1cc(C)c2c(n1)nn1c(NCCCN(C)C)cc(C)nc21,7,-0.1,-2.5,2,-3,-1,4,2,-1,101
O=C(O)CCN1C(=O)c2ccc(NC(=O)CSc3ccc(Cl)cc3)cc2C1=O,0,-0.3,0.3,2,1,-4,-3,4,-13,103
Cc1ccc(SCC(=O)Nc2oc(C)c3c(C)n[nH]c(=O)c23)cc1C,-1,0.0,0.3,1,-4,1,-1,-2,-5,96
COC(=O)c1sc(NC(=O)CN2CCN(c3cccc(Cl)c3)CC2)c(C(=O)OC)c1C,-2,-0.7,0.3,0,-6,6,-9,-1,-8,99
CN1CCN(C(=O)CCN2C(=O)/C(=C/c3ccc(F)cc3)SC2=S)CC1,2,-2.9,1.0,1,-3,-4,-8,5,-1,110
Cc1csc(N2CCCC2c2nc3cc(Cl)c(N4CCCCC4)cc3n2CCCO)n1 (centres undefined),·,1.0,-2.0,1,-8,8,-12,-1,5,101
Cc1ccc(C)c(S(=O)(=O)NCC(=O)N2CCCC2)c1,-4,8.8,-1.5,-1,0,-4,3,-1,31,106
O=C(Nc1ccc(F)cc1)C1C(c2ccccc2)C1(Cl)Cl (centres undefined),0,-0.4,1.6,-4,-5,-4,-7,-1,-11,99
Cc1nnsc1C(=O)NNC(=O)c1ccc(C(F)(F)F)cc1,-2,0.4,-1.2,2,-1,1,-2,4,-5,110
CCOC(=O)N1CCN(c2ccc(S(=O)(=O)N3CCC(C)CC3)cc2[N+](=O)[O-])CC1,3,1.0,-0.6,1,1,-5,5,2,-4,·
CC(C)(C)OC(=O)N1CCCC(C(=O)Nc2ccc(C(=O)NC3CC3)cc2)C1 (centres undefined),·,-0.7,0.5,-5,8,-4,-3,1,-10,104
O=S(=O)(c1ccccc1)N1CCN(Cc2ccccc2C(F)(F)F)CC1,-2,-0.7,-0.4,-2,2,-2,-6,-4,18,96
CCN1C(=O)[C@H]2[C@@H](c3ccc(-c4ccc(F)cc4)cc3)N[C@@](CC(C)C)(C(=O)OC)[C@H]2C1=O,·,1.3,0.4,-2,-6,1,-3,-6,1,100
Cc1nn(Cc2ccccc2)c(Cl)c1C(=O)OCC#N,-1,0.0,-1.4,0,-7,-8,-18,-1,8,101
O=C(O)C1C2C=CC(C2)C1C(=O)NCc1ccc(Cl)cc1Cl (centres undefined),-4,0.1,4.0,-4,-7,·,-6,-1,-5,106
O=C(Nc1ccc(N2CCOCC2)cc1)c1ccc2nc(-c3ccco3)c(-c3ccco3)nc2c1,1,·,0.1,10,-2,4,-3,2,2,2.0*
CCOc1nc(N=C(N)N)nc2c(C)cccc12,9,·,-8.1,1,-5,-7,-1,0,6,124
CCOc1ccc(Cl)cc1/C=C1/C(=O)ON=C1C,1,-0.3,0.4,-2,-3,-3,-2,5,40,116
Cn1c(N)c(C(=O)CSc2nc(C3CC3)n(-c3ccccc3)n2)c(=O)[nH]c1=O,0,-0.5,-0.9,2,-7,-3,3,1,2,99
CCOC(=O)c1cc(S(=O)(=O)N2CCC(C)CC2)cn1C,·,-0.7,0.0,0,-5,-2,-5,8,-21,108
O=c1c2[nH]cnc2n(-c2ccc(F)cc2)c(=O)n1Cc1ccccc1,-2,-0.6,-1.7,0,1,6,-10,-1,36,108
NC(=S)Nc1cc(Cl)cc(Cl)c1,0,·,·,·,·,·,·,0,15,85
CC(C)CC(=O)NC(=S)Nc1ccc(S(=O)(=O)NC(C)(C)C)cc1,2,-2.3,0.1,0,2,-3,-12,-2,23,101
CN(C)c1ccc(P(=O)(OCc2ccccc2)C(O)c2ccccc2)cc1 (centres undefined),3,-0.6,2.0,2,2,-4,-8,-4,-10,113
O=C(CC1C(=O)NCCN1Cc1cccc(Oc2ccccc2)c1)NCCc1ccncc1 (centres undefined),0,-2.1,0.2,0,-3,0,-6,9,-9,92
COc1ccc(C2/C(=C(\O)c3ccc4c(c3)OCCO4)C(=O)C(=O)N2Cc2cccnc2)cc1OC (centres undefined),0,-2.1,0.7,-1,0,8,-7,0,4,100
CCOC(=O)C(CC)Sc1nnc2n1C(C)(C)Cc1ccccc1-2 (centres undefined),-2,-0.9,-0.5,-1,-3,1,-7,6,5,101
Cc1cc(C)cc(NC(=O)CSc2nc(=O)n3cc(C)ccc3n2)c1,·,-2.3,0.9,-3,5,-6,1,-4,12,100
COc1ccccc1CC(=O)O/N=C(\N)Cc1cccc2ccccc12,2,-1.3,0.7,-8,1,·,-11,0,-7,102
CCS(=O)(=O)c1ccc(O)c(NC(=O)Nc2ccccc2OC)c1,0,0.0,1.0,-1,-1,-3,8,2,-9,99
CC(=O)c1c(C)[nH]c(C(=O)NCc2ccco2)c1C,3,0.1,1.3,3,-4,0,-13,-1,14,98
CC1CC(C)CN(S(=O)(=O)c2ccc(C(=O)OCC(=O)NCCN3C(=O)CSC3=O)cc2)C1 (centres undefined),2,-2.5,0.0,-3,-3,0,-9,-2,4,81
Cc1cccc(C)c1NC(=O)CSc1nc(C)c(CC(=O)c2ccc(Br)cc2)c(C)c1C#N,-1,0.5,-1.4,0,3,0,-6,-3,6,93
CCC/C(C)=N\Nc1nc2c(c(=O)n(C)c(=O)n2C)n1C,-3,0.4,0.3,·,-1,-2,·,-1,-1,96
O=C(Nc1cccc2c1CCCC2)c1ccccc1Br,0,·,-0.1,-5,-3,-5,-6,4,3,100
CC(=O)Nc1cccc(NC(=O)Cc2cccs2)c1,1,-0.4,0.1,0,-5,7,2,1,4,91
COc1ccccc1NC(=S)NC1CCCC1,-3,-0.4,-0.2,0,-2,-2,-4,3,41,99
COCCn1c(=S)[nH]c2cc(C(=O)N3CCN(c4ccc(F)cc4)CC3)ccc2c1=O,1,-0.3,0.7,1,-1,0,0,-4,20,102
Cc1occc1-c1nnc(SCC(=O)NC2CCCCC2)o1,1,-1.0,2.7,0,-2,·,0,7,23,96
COc1nc(C)ccc1-c1noc(-c2cccnc2)n1,0,-0.3,0.0,-5,1,0,3,-1,-5,98
Cc1nc2ccccc2n1/N=C/c1ccc([N+](=O)[O-])o1,0,-3.8,0.0,0,-3,-1,-9,6,4,125
CCOC(=O)C1=C(C)NC(C)=C(C(=O)OCC)C1c1cc(N)ccc1OC(F)F,-4,-3.1,-0.2,2,-6,-3,-7,0,4,·
CC(C)(C)C(=O)Nc1ccc2oc(-c3cc(F)c(F)cc3Cl)nc2c1,0,-0.9,0.8,-6,5,-1,9,·,16,98
CCOC(=O)c1sc2c(c1C)c(=O)c(C(=O)OCC)cn2CC,1,-1.1,-0.6,-2,4,-5,-2,-4,-3,100
O=C(Nc1ccc(Cl)cc1[N+](=O)[O-])c1ccc2c(c1)OCCO2,6,0.7,-0.2,-4,4,-2,-4,-4,63*,93
COc1ccc(S(=O)(=O)N2CCCCCC2)cc1NC(=O)CN1C(=O)CNC1=O,-3,0.7,3.7,1,-4,-1,-8,1,-4,121
CCn1c(C(=O)N2CCc3ccccc3C2)cc2sccc21,·,-1.8,0.4,-11,-3,·,0,2,6,126
O=C(COC(=O)/C=C/c1ccc(Cl)cc1)NC1CCCCCC1,9,-1.0,-1.4,-1,-7,-9,2,0,6,100
COc1ccccc1NS(=O)(=O)c1cc(C(=O)NCC(c2cccs2)N2CCOCC2)ccc1C (centres undefined),1,1.6,-2.5,2,2,-3,2,-2,30,103
O=[N+]([O-])CC(=Nc1ccc(Cl)cc1)N/N=C\c1oc(O)c2ccccc12,·,-1.1,1.9,9,-2,14,-1,0,18,·

# Reformatted: entries from further up
SMILES | NSD2 HMT inh | CAL PDZ FP-1 | LANA DNA inh | DAGLB inhibitor | Keap1 Nrf2 FP | CAL PDZ FP-2 | RTF Ca sens inh | V-ATPase pH | Arr AP2 block | DSG3 Ab inh
CC(=O)c1c(C)[nH]c(C(=O)NCc2ccco2)c1C | 3 | 0.1 | 1.3 | 3 | -4 | 0 | -13 | -1 | 14 | 98
CC1CC(C)CN(S(=O)(=O)c2ccc(C(=O)OCC(=O)NCCN3C(=O)CSC3=O)cc2)C1 (centres undefined) | 2 | -2.5 | 0.0 | -3 | -3 | 0 | -9 | -2 | 4 | 81
Cc1cccc(C)c1NC(=O)CSc1nc(C)c(CC(=O)c2ccc(Br)cc2)c(C)c1C#N | -1 | 0.5 | -1.4 | 0 | 3 | 0 | -6 | -3 | 6 | 93

# This is a subset, so the mix of outcomes need not match the whole.
